High-throughput results as filed in PubChem.
IP6K1 inhibitor – IP6K1 kinase inhibition. Q92551. AID 1645851. IP6K1 kinase, ADP-Glo luminescence, 2 h; hits give low values. 0.81% of 140,000 active. activity change, % (series mostly up to about 58 µM); in the data active means activity change below about -25%
Target sequence (Q92551 whole entry, looked up): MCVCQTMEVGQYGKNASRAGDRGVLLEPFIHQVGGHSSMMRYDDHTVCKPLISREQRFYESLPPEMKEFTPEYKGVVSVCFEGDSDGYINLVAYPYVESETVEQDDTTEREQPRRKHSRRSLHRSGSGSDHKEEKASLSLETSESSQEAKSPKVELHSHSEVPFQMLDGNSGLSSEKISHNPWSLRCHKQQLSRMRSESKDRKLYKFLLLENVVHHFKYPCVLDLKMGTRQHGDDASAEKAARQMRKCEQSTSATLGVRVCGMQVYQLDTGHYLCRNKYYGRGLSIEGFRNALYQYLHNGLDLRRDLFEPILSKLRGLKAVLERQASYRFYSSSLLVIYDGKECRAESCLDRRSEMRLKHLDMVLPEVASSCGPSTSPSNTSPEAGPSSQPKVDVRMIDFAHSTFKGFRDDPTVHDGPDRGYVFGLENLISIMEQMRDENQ
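ADP-Glo luminescence measures ADP made by human IP6K1 during a 2 h RT reaction with ATP/IP6 (mix at 1.3 mM/130 uM); top library doses 57.5 and 19.1 uM final.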
SNCA expr inh – reduces expression of the alpha-synuclein gene | HEK-293 SNCA-luciferase knock-in, luminescence, 24 h | Potency, µM (titrated, usually from 57.2 µM), inactives show at the top dose activity change, negative = inhibition, most hits filed as inhibitors | 0.17% of 140,000 active;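 further: potency means the concentration at half of the fitted maximal effect; plate controls were DMSO cells for no effect and cell-free wells for full effect; nearly all actives have a fitted effect of over 45% in size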
HEK293 tox – HEK 293 cell cytotoxicity; Potency, µM (titrated, usually from 115 µM), inactives show at the highest dose activity change, negative = cytotoxicity, actives largely listed as inhibitors; 6.6% of 94,000 active; HEK 293 viability, ATP luminescence (CellTiter-Glo), 48-72 h; further: potency means the concentration at half of the fitted maximal effect; nearly all actives have a fitted effect of over 60% in size
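ATP-coupled CellTiter-Glo luminescence served as viability read-out, recorded 10 min after reagent addition at room temperature. HEK 293 cells, 250 cells/well, had been incubated with pintool-transferred compound for 48 or 72 hr at 37 degree Celsius.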
NIH3T3 tox – kills NIH 3T3 cells; NIH 3T3 viability, CellTiter-Glo ATP luminescence, 48-72 h; Potency, µM (doses to about 96.7 µM), for inactives: at the top dose activity change, negative = cytotoxicity, actives largely listed as inhibitors; 4.3% of 94,000 active; AID 1345082; further: potency means the concentration at half of the fitted maximal effect; nearly all actives have a fitted effect of over 55% in size
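First NIH 3T3 cells are plated at 400 cells/well; next compound is pinned in; then plates incubate 48 or 72 hr at 37 °C; finally CellTiter-Glo is added and luminescence read after 10 min.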
SNCA viab count – counter-screen for SNCA expression inhibitors: cell viability; HEK-293-SNCA-luc viability, GF-AFC fluorescence, 24 h; Potency, µM (doses to about 57.1 µM), for inactives: top-dose activity change, negative = cytotoxicity, hits mostly cytotoxic; 0.12% of 150,000 active; AID 1671193;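 further: potency means the concentration at half of the fitted maximal effect; 0% = DMSO-treated cells and -100% = medium-only wells without cells; nearly all actives have a fitted effect of over 30% in size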
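HEK-293-SNCA-luc cells (1500/well) plated 24 h, then exposed 24 h to a dilution series; GF-AFC added 30 min at 37C, fluorescence 405/540 nm; normalised to medium-only and DMSO wells, Hill fit.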
GPT2 inhibitor – blocks human glutamate pyruvate transaminase 2 | Recombinant GPT2, coupled pyruvate oxidase/HRP Amplex Red fluorescence | Potency, µM (highest dose often 57.7 µM), without a hit: top-dose activity change, negative = inhibition, usual class: inhibitors | 0.25% of 100,000 active | Q8TD30; further: potency means the concentration at half of the fitted maximal effect; nearly all actives have a fitted effect of over 60% in size; many of its hits are not listed in these tables
Target sequence (Q8TD30 whole entry, looked up): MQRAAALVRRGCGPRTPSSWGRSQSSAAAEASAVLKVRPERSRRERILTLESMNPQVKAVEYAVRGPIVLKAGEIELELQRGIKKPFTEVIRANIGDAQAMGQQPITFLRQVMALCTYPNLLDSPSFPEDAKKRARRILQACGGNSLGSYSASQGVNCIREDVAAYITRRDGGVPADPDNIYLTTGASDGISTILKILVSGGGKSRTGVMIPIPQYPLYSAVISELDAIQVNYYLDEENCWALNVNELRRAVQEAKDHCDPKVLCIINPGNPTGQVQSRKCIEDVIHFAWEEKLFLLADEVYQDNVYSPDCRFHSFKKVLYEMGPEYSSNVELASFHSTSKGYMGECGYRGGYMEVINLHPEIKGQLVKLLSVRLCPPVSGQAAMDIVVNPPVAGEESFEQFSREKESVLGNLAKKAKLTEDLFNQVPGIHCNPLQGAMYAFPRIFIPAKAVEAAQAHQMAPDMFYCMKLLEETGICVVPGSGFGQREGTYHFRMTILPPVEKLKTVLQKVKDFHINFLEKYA
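Fluorescence of coupled pyruvate oxidase/HRP/Amplex Red system (50uM Amplex, 30 min, dark) reports pyruvate formed by GPT2. Enzyme reaction: 10ng/uL GPT2, 2mM L-alanine, 250uM a-KG, 30 min room temperature, pH 7.5; 50uM AOA control.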
Luciferase inh – inhibitors of firefly (Photinus pyralis) luciferase | P08659 | Potency, µM (top dose mostly 115 µM), without a hit: at the highest dose activity change, negative = inhibition, hits mostly inhibitors | 2.5% of 76,000 active | purified P. pyralis luciferase, luminescence, biochemical; further: potency means the concentration at half of the fitted maximal effect; nearly all actives have a fitted effect of over 65% in size
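Inhibitors were tested against purified firefly luciferase in a biochemical, low-substrate format (both substrates at 10uM) and luminescence measured with a CCD imager.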
* = called active by the depositor; i = inactive; ? = inconclusive; . = not tested or not shown; [ ] = dose if it differs, or a comment. Unless noted, the call rests on the fitted dose curve; in most records, active means well fitted curve in the direction sought with a large enough effect; inconclusive means small, poorly fitted or top-dose-only effect, or another doubt; inactive means no such curve, though single readings can be large; an effect the other way counts as inactive or inconclusive. Unless noted, on the % scale 0 is the no-effect control and ±100 the full control effect.

SMILES	IP6K1 inhibitor	SNCA expr inh	HEK293 tox	NIH3T3 tox	SNCA viab count	GPT2 inhibitor	Luciferase inh
COc1ccccc1-c1cccc(C(=O)N2CCN(C(=O)NC(C)C)CC2)c1	16	15%	?	-15%	-14%[12.5 µM]	?	.
COc1ccc(Nc2ncc3c(n2)CCN(Cc2cc(Br)cs2)C3)c(OC)c1	-9	-6%	.	.	0%	.	.
O=C(NCCc1ccccc1)c1ccc(CSc2nc3ccncc3n2Cc2ccccc2)cc1	-8	19%	.	.	?	.	.
O=C(NCCc1ccc(Cl)cc1)c1ccc(CS(=O)(=O)Cc2ccc(F)cc2)o1	9	34%[activator]	.	.	-13%	.	.
CN1C(=O)CS(=O)(=O)C12CCN(C(=O)CC(C)(C)C)CC2	0	11%	i	3%	3%	i	0%
Cn1nccc1C(=O)N1CC(c2ncc3c(-c4ccccc4)nccn23)C1	-8	3%[87.6 µM]	?	-22%[138 µM]	-12%[87.6 µM]	-14%[88.5 µM]	0%[172 µM]
CN(C)C[C@@H]1CN(c2ncccn2)C[C@H]1NC(=O)c1ccncc1	21	5%	-7%	-12%	1%	-8%	1%
CC1(c2ccccc2)N(Cc2ccccc2C#N)C(=O)OC12CCN(C(=O)COc1ccccc1)CC2 (centres undefined)	-9	0%	?	-26%	1%	-12%	-2%
CCCNC(=O)N(C1CCOCC1)C1CCN(C(=O)Cc2ccccc2F)CC1	0	5%	-1%	-7%	5%	i	-6%
CCOC(=O)C1CCCN(C(=O)c2cc3c(Cl)nc4ccccc4c3s2)C1 (centres undefined)	3	?	.	.	2%	.	.
O=C(/C=C/c1ccc(O)cc1)OC[C@H]1O[C@@H](OC(=O)/C=C/c2ccccc2)[C@H](O)[C@@H](O)[C@@H]1O	10	.	.	.	-4%[23.9 µM]	i	.
Fc1ccc(-c2nnc(CN3CCN(c4ccccn4)CC3)o2)cc1	5	58%[activator]	.	.	-16%	.	.
Cc1ccc(OCC(=O)N(Cc2ccco2)C2CCS(=O)(=O)C2)cc1 (centres undefined)	2	9%	.	.	-3%	.	.
COCC(=O)NC[C@@H]1C=C(C)[C@H](Cc2nc3ccc(C)cc3[nH]2)C[C@H]1C(C)C	4	-37%[87.6 µM]	?	50µM*	?	?	8%[172 µM]
CCOc1ccc(C(=O)N2CCN(CCc3ccccn3)CC2)cc1	-20	2%	.	.	-6%	.	.
CCc1noc(-c2cccn3c(CNC(=O)c4cc5ccccc5[nH]4)nnc23)n1	17	66%[activator]	-26%	-21%	-7%	i	-25%
O=C1CCN(Cc2cccnc2)CCCC(C(=O)NCCN2CCOCC2)CCN1 (centres undefined)	10	20%	-16%	-5%	4%	-5%	4%
CCOc1ccc(C(=O)N(Cc2nc(-c3cccc(C)c3)no2)C(C)C)cc1	12	-21%	.	.	-18%	.	.
CCN1CCC2(Cc3ccccc3CN(C(=O)c3cccc(Cl)c3)C2)C1 (centres undefined)	-12	-8%	?	-9%	-5%	?	.
Cc1ccc(C2C=C(c3ccc(Cl)cc3)Nc3nc(NC(=O)CCC(=O)O)nn32)cc1 (centres undefined)	-13	-6%	.	.	?	.	.
CCCCOc1ccc(C(=O)N2CCC(c3n[nH]c(=O)n3-c3ccc(C)cc3)CC2)cc1	-14	-13%	?	?	-8%	-3%	-2%
CC(C)(C)CC(=O)N1CCC(N2C(=O)C3(CCCCC3)C2c2ccncc2)CC1 (centres undefined)	-3	-28%	i	i	3%[12.5 µM]	i	-9%
Cc1nnc2ccc(N3CCN(C(=O)c4cccc(Cl)c4)CC3)nn12	5	.	?	?	.	.	.
CN1CCN(CCNC(=O)c2cnn(-c3ccc(F)cc3)c2C2CCN(C(=O)OC(C)(C)C)CC2)CC1	4	-7%	.	.	-5%	.	.
CC(C)CCN1CC2(CCCN(S(=O)(=O)N3CCOCC3)C2)CCC1=O (centres undefined)	-33*	17%	-6%	-12%	-6%	0%[11.5 µM]	-6%
SMILES	IP6K1 inhibitor	SNCA expr inh	HEK293 tox	NIH3T3 tox	SNCA viab count	GPT2 inhibitor	Luciferase inh
COCCOCC(=O)N1CC[C@H]2C(=O)NCCCCCCN(Cc3ccncc3)[C@@H]2C1	-1	11%	i	3%	8%	i	-4%
COc1ccc(NC(=O)CSc2nc(-c3ccccc3)cc(-c3cc(OC)c(OC)c(OC)c3)c2C#N)c(OC)c1	14	1%	.	.	-11%	.	.
CCOc1ccccc1CNCc1c(C(=O)O)n(Cc2ccc(F)cc2)c2cc(C)ccc12	10	21%	.	.	4%	.	.
Cc1c(C)n(Cc2ccc(F)cc2)c2ccc(C(=O)N3CCN(c4ccc(F)cc4)CC3)cc12	18	?	.	.	-4%	.	.
CCCN1C(=O)NC(CC(=O)NCc2c(C)ncc3c2CCNC3)C1=O (centres undefined)	6	0%	i	i	13%	-8%	0%
COc1ccc(-c2nc3c(c(=O)[nH]2)CCN(S(=O)(=O)c2cccs2)C3)cc1	29	-16%	?	-17%	-7%	-10%	5%
O=C(c1cccnc1)N1CCC2(CC1)N=C(c1ccc(Cl)cc1)NO2	-5	-14%	-28%	-28%	-1%	i	0%
O=C(Cc1ccccc1)N1CCC2(CC1)CNS(=O)(=O)c1cccnc1O2	7	-7%	i	-3%	4%	-5%	.
CCN(CC)c1ccc(C(=O)N2CCc3c([nH]c4ccccc34)C2c2ccc(F)cc2)cc1 (centres undefined)	4	30%	.	.	3%	.	.
CCn1c(=O)cc(SCC(=O)N2CCN(c3cc(C)ccc3C)CC2)c2ccccc21	-9	-12%	.	.	-14%	.	.
c1ccc(-c2nc(-c3ccncc3)no2)c(OC2CCNC2)c1 (centres undefined)	-14	16%	?	?	?	i	0%
COc1ccccc1Oc1c(CCC(=O)NCc2ccccc2)c(C)nn1-c1ccc(F)cc1	3	-2%	?	?	?	-3%	-4%
NCC(=O)N1CCCC2(Cc3ccccc3CN2S(=O)(=O)c2ccccc2)C1 (centres undefined)	4	11%	-17%	-13%	-24%	-1%	.
COC(=O)NC1CCN(Cc2ccc(-c3cc(F)ccc3OC)cc2)C1 (centres undefined)	7	.	?	?	.	.	.
CNC(=O)[C@@H](C1CC1)N1CCC[C@H]1C(=O)N1CCCCCC1	8	9%[87.6 µM]	-14%[172 µM]	-28%[138 µM]	1%[87.6 µM]	i	-16%[172 µM]
CCOC(=O)c1ccccc1NC(=O)CN1C(=O)NC(c2ccc(Cl)cc2)C2=C1COC2=O (centres undefined)	-4	0%	?	40µM*	-7%	-4%	-15%
COc1ccc(CN2Cc3cc(NC(=O)Cc4ccccc4)ccc3OC(C)C2=O)cc1 (centres undefined)	-15	-2%	?	?	-8%	1%	4%
CCc1cccc(NC(=O)N2[C@@H]3CC[C@H]2CC(NC(=O)c2ccc(F)cc2)C3)c1 (some centres undefined)	0	4%	40µM*	?	-25%	i	.
COC[C@@H]1CN(S(=O)(=O)c2ccc(C)c(F)c2)C[C@H]1C(N)=O	12	6%	-6%	2%	-24%	-2%	4%
O=C(NCc1ccco1)C1CC(c2ccccc2)CN(C(=O)C2CCCC2)C1 (centres undefined)	12	4%	?	-28%	-5%	i	0%
Cc1ncoc1C(=O)N1C[C@@H](COc2ccccc2)[C@H](C(N)=O)C1	0	4%	-1%	-20%	9%	i	-4%
Cc1ccc(N2CCN(S(=O)(=O)c3ccc(Cl)c4ccccc34)CC2)c(C)c1	-8	2%	.	.	14%	.	.
Cc1ccc(S(=O)(=O)N2CCN(Cc3noc(CCC(=O)N4CCCCC4)n3)CC2)c(C)c1	-11	-18%	.	.	8%	.	.
COCCN1C(=O)CCc2cc(NC(=O)c3cncc(Br)c3)ccc21	3	-16%	?	-25%	-11%	i	0%
CC1=C[C@@H](CN(C)CCO)[C@H](C(C)C)C[C@H]1Cc1nnc(-c2ccccc2)o1	5	7%[87.6 µM]	?	?	?	-3%[88.5 µM]	-6%[172 µM]

An excerpt from above, reduced to HEK293 tox.
SMILES	HEK293 tox
O=C(Cc1ccccc1)N1CCC2(CC1)CNS(=O)(=O)c1cccnc1O2	i
COC[C@@H]1CN(S(=O)(=O)c2ccc(C)c(F)c2)C[C@H]1C(N)=O	-6%

Entries of single compounds, quoted from the list. Screens in order: IP6K1 inhibitor, SNCA expr inh, HEK293 tox, NIH3T3 tox, SNCA viab count, GPT2 inhibitor, Luciferase inh
COC[C@@H]1CN(S(=O)(=O)c2ccc(C)c(F)c2)C[C@H]1C(N)=O as listed: 12, 6%, -6%, 2%, -24%, -2%, 4%
CC1=C[C@@H](CN(C)CCO)[C@H](C(C)C)C[C@H]1Cc1nnc(-c2ccccc2)o1 as listed: 5, 7%[87.6 µM], ?, ?, ?, -3%[88.5 µM], -6%[172 µM]
COc1ccc(NC(=O)CSc2nc(-c3ccccc3)cc(-c3cc(OC)c(OC)c(OC)c3)c2C#N)c(OC)c1 as listed: 14, 1%, ., ., -11%, ., .
CN(C)C[C@@H]1CN(c2ncccn2)C[C@H]1NC(=O)c1ccncc1 as listed: 21, 5%, -7%, -12%, 1%, -8%, 1%
CCCNC(=O)N(C1CCOCC1)C1CCN(C(=O)Cc2ccccc2F)CC1 as listed: 0, 5%, -1%, -7%, 5%, i, -6%

The list goes on:
SMILES	IP6K1 inhibitor	SNCA expr inh	HEK293 tox	NIH3T3 tox	SNCA viab count	GPT2 inhibitor	Luciferase inh
CC(C)Cn1c(=O)c(C(=O)N2CCCC2)nc2cccnc21	4	16%[87.6 µM]	-4%[172 µM]	4%[138 µM]	0%[87.6 µM]	-1%[88.5 µM]	.
O=C(Cn1nc2n(c1=O)CCCC2)Nc1ccc(F)c(Cl)c1	0	6%	-5%	-12%	3%	i	13%
O=C(NCCn1cccc1-c1nc(-c2ccc3c(c2)OCO3)no1)C1(c2ccccc2)CC1	38	20%	45µM*	?	?	i	20µM*
NC(=O)c1ncn([C@@H]2O[C@H](CO)[C@@H](O)[C@H]2O)c1N	27	-4%[25.6 µM]	.	.	21%[23.9 µM]	i	.
Cc1cccc(OCCn2nnc3sc4c(c3c2=O)CCCC4)c1	0	135%[activator]	.	.	7%	.	.
Cc1nccn1CC(=O)NCC1CCN(c2cc(-c3ccc(Cl)cc3)[nH]n2)CC1	0	-3%	?	?	1%	?	-19%
CC(C)CN1C(=O)COC[C@@H]1[C@H](O)c1ccc(NC(=O)CCc2ccccc2)cc1	-1	15%[87.6 µM]	-31%[172 µM]	-30%[138 µM]	2%[87.6 µM]	-23%[88.5 µM]	-15%[172 µM]

Some of the compounds tested; rates above refer to the full screens.
